# MLLE-PAM2 inh: inhibitors of PABP1 MLLE–PAM2 peptide binding, primary screen, biochemical, fluorescence polarization, FITC-PAM2, GST-MLLE | Polyadenylate-binding protein 1 (Homo sapiens), P11940 | inhibition, % at 20 µM | hit rate 0.36% among 360,000 | AID 588489, 2011; in the data active = inhibition above about 35%, passing the limit was not always enough;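 also: plate controls were DMSO wells with GST-MLLE for no effect and wells lacking GST-MLLE protein for full effect; some results filed as inactive read as strong as hits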
# CSN inh: inhibitors of CSN-mediated cullin deneddylation, primary screen, biochemical, fluorescence polarization, uHTS | COP9 signalosome complex subunit 5 (Homo sapiens), Q92905 | Purified CSN, SCF-Nedd8-OG deneddylation | inhibition, % at 12.5 µM | hit rate 0.38% among 360,000 | AID 651999, 2013;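 active = pattern-corrected inhibition above about 35%, with an unprinted fluorescence ratio check between 0.5 and 1.5, limit read from the data, passing the limit was not always enough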;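 also: 0% = enzyme with substrate and 100% = substrate without enzyme; some results filed as inactive read as strong as hits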
#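 Assay system: purified human Csn5 enzyme expressed in HEK293T cells; Input: 0.24 nM Csn5 enzyme, final concentration; Reagent: 10 nM SCFSkp2-Nedd8OG; Compound dosing: 12.5 µM single point; Times: reaction 90 min, room temperature; Technique: fluorescence polarization readout.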
# STEP block: STEP phosphatase inhibitors, primary screen, biochemical, fluorescence intensity, uHTS | recombinant STEP, OMFP fluorogenic substrate | AID 588621, 2011 | inhibition, % at 20 µM | Tyrosine-protein phosphatase non-receptor type 5 (Homo sapiens), P54829 | hit rate 0.25% among 360,000;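 active = inhibition at 20 µM, scaled per plate between control wells, above about 37%, limit read from the data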;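 also: 0% = DMSO with enzyme and substrate and 100% = substrate only without enzyme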
# Target sequence (P54829 whole entry, looked up): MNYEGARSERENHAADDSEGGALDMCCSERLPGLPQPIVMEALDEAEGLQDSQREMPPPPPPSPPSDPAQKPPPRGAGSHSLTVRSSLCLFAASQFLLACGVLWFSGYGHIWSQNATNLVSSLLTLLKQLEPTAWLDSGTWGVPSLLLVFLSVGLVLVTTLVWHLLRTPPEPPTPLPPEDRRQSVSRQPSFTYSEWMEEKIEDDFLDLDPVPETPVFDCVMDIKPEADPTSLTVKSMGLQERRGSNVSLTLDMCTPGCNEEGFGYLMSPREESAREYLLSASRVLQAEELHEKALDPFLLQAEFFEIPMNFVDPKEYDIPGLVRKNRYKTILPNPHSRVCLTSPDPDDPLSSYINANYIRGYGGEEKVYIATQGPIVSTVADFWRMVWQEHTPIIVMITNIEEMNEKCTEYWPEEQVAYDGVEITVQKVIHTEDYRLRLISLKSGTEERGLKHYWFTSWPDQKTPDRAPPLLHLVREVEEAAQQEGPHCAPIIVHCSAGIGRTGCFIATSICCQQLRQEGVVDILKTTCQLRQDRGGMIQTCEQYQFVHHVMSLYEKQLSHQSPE
#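 Also added – OMFP at 25 µM · Test system – STEP tyrosine phosphatase · Technique – FITC-channel fluorescence of OMFP product · Schedule – 20 min at room temperature, dark · Evaluation – control-normalized % inhibition with plate pattern correction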
# LMPTP inh: LMPTP phosphatase inhibitors, primary screen, biochemical, fluorescence intensity, uHTS. hit rate 0.22% among 360,000. inhibition, % at 20 µM. recombinant LMPTP-A, OMFP fluorogenic substrate;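 active = compounds that cut the enzyme signal by at least half of the control window in the single-dose screen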;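 also: plate controls were DMSO wells with enzyme plus substrate for no effect and substrate without enzyme for full effect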
# Target sequence (P24666 whole entry, looked up): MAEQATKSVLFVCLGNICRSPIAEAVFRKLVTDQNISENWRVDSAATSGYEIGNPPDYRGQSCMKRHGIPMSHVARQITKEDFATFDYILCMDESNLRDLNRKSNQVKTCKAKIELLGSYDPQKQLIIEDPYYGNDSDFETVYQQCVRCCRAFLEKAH
#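 Buffer or medium: Bis-Tris pH 6.0, DTT, detergent; Assay system: LMPTP-A enzyme; Quantity: 0.625 nM enzyme; Detection: endpoint fluorescence intensity; Times: 50 min dark incubation at room temperature; Controls: substrate-only low control, DMSO enzyme-plus-substrate high control; Doses: single 20 µM dose; Read-out: percent inhibition versus substrate-only and uninhibited controls; Reagent: 400 µM OMFP.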
# Rpn11 block: Rpn11 (PSMD14) deubiquitinase inhibitors, primary screen, biochemical, fluorescence polarization, uHTS; 26S proteasome non-ATPase regulatory subunit 14 (Homo sapiens), O00487; human 26S proteasome, Ub4-pepOG fluorescence polarization; 20S core pre-blocked with epoxomicin; calls only at 20 µM; hit rate 0.59% among 360,000;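 active = inhibition at 20 µM, scaled to each plate's controls, above about 33%, limit read from the data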
# DNMT1 block: human DNMT1 methyltransferase inhibitors, primary screen, biochemical, molecular beacon, fluorescence, HinP1I cleavage, uHTS. DNA (cytosine-5)-methyltransferase 1 (Homo sapiens), P26358. AID 588458, 2011. hit rate 0.83% among 360,000. inhibition (reported as % activation of signal), % at 10 µM; in the data active = inhibition above about 50%
# NadD block: inhibitors of S. aureus NadD, primary screen, biochemical, colorimetric, uHTS. AID 602399, 2012. Nicotinate-nucleotide adenylyltransferase NadD (Staphylococcus aureus N315). hit rate 0.78% among 360,000. purified NadD enzyme, colorimetric absorbance read-out. inhibition, % at 20 µM; in the data active = inhibition above about 26%; also: some compounds past the cut are filed as inactive
# Tb MetRS inh: T. brucei MetRS inhibitors, primary screen, biochemical, luminescence; methionyl-tRNA synthetase (Trypanosoma brucei brucei); purified T. brucei MetRS, ATP depletion, Kinase-Glo luminescence; inhibition, % at 11.9 µM; hit rate 0.4% among 360,000; AID 624268, 2012;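 active = inhibition above a per-plate cutoff of the control wells' mean inhibition plus 3 SD, cut at about 5.5% in these data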;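 also: 0% = DMSO wells median and 100% = median of wells with control inhibitor compound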
#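 Material: parasite MetRS enzyme / Replication: singlicate, one well per compound / Signal: luminescence of leftover ATP / Schedule: 2 h aminoacylation at 25 °C after 15 min preincubation / Medium: HEPES-MgCl2-KCl buffer plus DTT, spermine, BSA, pyrophosphatase / Doses: 11.9 µM single point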
# SUMO1-SIM PPI: modulators of SUMO1 protein-protein interactions, primary screen, biochemical, uHTS | inhibition, % at 20 µM | SUMO1 binding to a labelled peptide, TR-FRET, 1 h | AID 602429, 2012 | hit rate 0.33% among 360,000; in the data active = inhibition above about 37%
# Target sequence (P63165 whole entry, looked up): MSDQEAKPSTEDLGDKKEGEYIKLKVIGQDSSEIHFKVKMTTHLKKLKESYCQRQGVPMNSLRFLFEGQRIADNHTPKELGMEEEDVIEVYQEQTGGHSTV
# Scp-1 inhibitor: Scp-1 phosphatase inhibitors, primary screen, biochemical, colorimetric, uHTS; Carboxy-terminal domain RNA polymerase II polypeptide A small phosphatase 1 (Homo …; Recombinant Scp1, phosphopeptide, malachite green phosphate absorbance; inhibition, % at 20 µM; hit rate 0.88% among 340,000;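 active = inhibition above about 50% at 20 µM, limit read from the data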;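 also: plate controls were DMSO wells with enzyme for no effect and wells lacking enzyme for full effect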
# Target sequence (Q9GZU7 76-261 limits assumed): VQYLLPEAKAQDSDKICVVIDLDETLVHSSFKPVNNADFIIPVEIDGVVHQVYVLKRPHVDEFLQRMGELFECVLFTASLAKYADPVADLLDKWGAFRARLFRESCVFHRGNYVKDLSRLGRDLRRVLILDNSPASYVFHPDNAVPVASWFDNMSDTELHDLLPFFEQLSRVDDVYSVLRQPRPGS
#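 assay system = SCP-1 phosphatase catalytic domain, residues 76-261 | buffer or medium = 50 mM Tris acetate pH 5.5, 0.005% Tween-20, 10 mM MgCl2 | incubation = enzyme reaction 45 min at room temperature, colour 5 min, stabilisation 30 min | signal = Phosphate-binding colour reagent, absorbance read at 630 nm | measure = % inhibition at 20 µM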
# * hit, by the source's call; i = inactive; . = no result given.
nr	SMILES	MLLE-PAM2 inh	CSN inh	STEP block	LMPTP inh	Rpn11 block
1	CC1CCN(C(=O)C2CCN(S(=O)(=O)c3cccc4nsnc34)CC2)CC1	3	0	-4	-2.8	i
2	O=C(COc1ccccc1Cl)Nc1cc(NC(=O)COc2ccccc2Cl)cc(C(=O)O)c1	-2	11	30	31	i
3	Cc1cc(C(=O)N2CC(C)CC(C)C2)c(C)o1 (stereo not drawn)	5	0	-4	-1.1	i
4	Cc1cc(C)cc(NS(=O)(=O)c2ccc3c(c2)c(=O)n(C)c(=O)n3C)c1	5	2	3	0.5	i
5	Cn1c(=O)[nH]c(=O)c2c1[nH]c(=S)n2CCCc1ccccc1	-20	0	-2	0.4	i
6	CCc1c(C)nc(Nc2nc(C)c3cc(OC)ccc3n2)[nH]c1=O	-1	-2	2	2.5	i
7	CCc1nc2ccc(C(=O)N3CCCCC3)cn2c1N(CCC(C)C)CCN(C)C	15	1	1	-1.7	i
8	O=C(COC(=O)CNC(=O)c1ccc([N+](=O)[O-])o1)Nc1ncc(C(F)(F)F)cc1Cl	1	-1	-1	-0.8	i
9	COc1cccc2c(SCC(=O)N/N=C/c3ccccc3)cc(C)nc12	20	-2	1	-0.5	i
10	CNC(=O)CN1C(=O)CSc2ncccc21	-3	-1	0	-0.4	i

nr	DNMT1 block	NadD block	Tb MetRS inh	SUMO1-SIM PPI	Scp-1 inhibitor
1	4	-2	-0.4	-14	-8
2	4	10	-1.0	20	73*
3	7	-7	-0.1	-1	-8
4	6	9	0.9	13	-5
5	0	32*	-1.0	1	35
6	4	-9	-0.2	-1	1
7	1	-7	-0.3	7	.
8	0	-1	-0.3	-31	-8
9	0	-2	-0.3	-8	-5
10	11	-8	-0.2	0	0

# Whole records, quoted from the list:
# `CCc1nc2ccc(C(=O)N3CCCCC3)cn2c1N(CCC(C)C)CCN(C)C` in the list: MLLE-PAM2 inh = 15; CSN inh = 1; STEP block = 1; LMPTP inh = -1.7; Rpn11 block = i; DNMT1 block = 1; NadD block = -7; Tb MetRS inh = -0.3; SUMO1-SIM PPI = 7; Scp-1 inhibitor = .
# `COc1cccc2c(SCC(=O)N/N=C/c3ccccc3)cc(C)nc12` in the list: MLLE-PAM2 inh = 20; CSN inh = -2; STEP block = 1; LMPTP inh = -0.5; Rpn11 block = i; DNMT1 block = 0; NadD block = -2; Tb MetRS inh = -0.3; SUMO1-SIM PPI = -8; Scp-1 inhibitor = -5

# Continuation:
nr	SMILES	MLLE-PAM2 inh	CSN inh	STEP block	LMPTP inh	Rpn11 block
11	CCC(=O)N1CCN(c2ccccc2NC(=O)c2cccs2)CC1	-8	6	0	-0.1	i
12	CC(=O)N[C@@H](Cc1c[nH]c2ccccc12)C(=O)OCc1ccc(C#N)cc1	-3	2	-2	-0.2	i
13	O=C(COc1ccccc1)NC(=S)N1CCc2ccccc21	-15	0	-1	-0.9	i
14	O=C(CCNC(=O)Cn1cnc2ccccc2c1=O)NCC1CCCO1 (stereo not drawn)	-9	-6	-3	-1.8	i
15	Cc1ccccc1N/C(=C(/C(Cl)=C(Cl)Cl)[N+](=O)[O-])n1nnc2ccccc21	-22	2	0	1.2	i
16	CCCCCCOc1ccc(C(=O)n2cnc(N)n2)cc1	-91	2	6	-1.2	i
17	CCCCn1c(N)c(N(C(=O)CSc2nncn2-c2ccccc2)C2CCCC2)c(=O)[nH]c1=O	-11	2	0	-1.6	i
18	O=C(Nc1nc(-c2ccccn2)cs1)c1ccc2c(c1)OCCO2	8	10	1	3.8	i
19	COCCN1C(=NCCCOC(C)C)N[C@@H](c2ccccc2)C(C(=O)OC)=C1C	-114	-5	-2	-2.3	i
20	CCOc1ccc(C(=O)Nc2cccc3ncccc23)cc1Cl	-6	6	0	-0.6	i

nr	DNMT1 block	NadD block	Tb MetRS inh	SUMO1-SIM PPI	Scp-1 inhibitor
11	0	-3	-0.1	-1	-5
12	-2	-5	-0.5	2	-7
13	0	5	0.7	6	-10
14	2	-5	-0.4	0	-1
15	-10	13	-0.7	12	-3
16	6	10	0.1	0	7
17	1	2	0.0	1	-9
18	-3	2	-0.4	5	-16
19	3	7	-0.6	2	55*
20	1	-6	-0.3	1	-7

# Next part.
nr	SMILES	MLLE-PAM2 inh	CSN inh	STEP block	LMPTP inh	Rpn11 block
21	NC(=O)C1CCN(CC(=O)N2c3ccccc3CCc3ccccc32)CC1	4	3	3	-1.2	i
22	Cc1ccc(OCCN2CCCCCC2)c(C)c1	2	2	-2	0.5	i
23	CCCCCCCCN1C(=O)[C@H](CC(=O)N2CCC(c3ccccc3)CC2)C[C@@]2(C(=O)OC)CCCCC=C12	.	-1	.	7.7	.
24	CCOC(=O)c1c(C=O)c(C)n(Cc2ccc(Cl)cc2)c1C	-9	5	2	2.0	i
25	O=C(NNC(=O)c1ccccc1OCc1ccccc1Cl)c1csc(N2CCOCC2)n1	4	-1	-1	0.1	i
26	Cc1nc(-c2c(C(F)(F)F)noc2-c2ccc(O)cc2O)cs1	-5	1	-1	1.2	i
27	CC(C)CN1C(=O)C(=O)N(CC(=O)c2ccc[nH]2)C1=O	2	0	-2	1.9	i
28	COc1ccc(N=Nc2c(C)n[nH]c2C)cc1	-4	-2	-4	-1.7	i
29	CCOC(=O)c1nc(NNC(C)=O)sc1C	8	-7	-5	-1.2	i
30	CCC(=O)Nc1ccc(N2CCCCC2)cc1	5	-2	-2	-0.3	i

nr	DNMT1 block	NadD block	Tb MetRS inh	SUMO1-SIM PPI	Scp-1 inhibitor
21	-6	4	-0.1	8	-1
22	2	4	-0.2	-8	1
23	.	8	-0.9	1	.
24	-1	12	-0.4	0	-4
25	-2	5	-0.5	1	-5
26	-4	-3	-1.3	-1	-3
27	1	-4	-0.6	-3	0
28	-1	4	-0.6	-10	-5
29	2	-1	-0.5	3	0
30	0	3	-0.8	-10	-1

# Continuation:
nr	SMILES	MLLE-PAM2 inh	CSN inh	STEP block	LMPTP inh	Rpn11 block
31	Cc1ccc(S(=O)(=O)NCC23C=CC(O2)C2C(=O)N(c4ccccc4)C(=O)C23)cc1 (stereo not drawn)	29	-1	0	-0.4	i
32	C[C@H]1Cn2cnc(C(=O)N[C@H](C)c3ccccc3)c2C(=O)N1	12	1	-4	-1.3	i
33	Cn1cccc1CNCc1ccccc1Cl	-2	-5	0	-1.1	i
34	C/C(=C\c1ccc2c(c1)OCO2)C1Nc2cccc3cccc(c23)N1	6	-1	2	9.5	i
35	CCOc1ccccc1/C=C(\C#N)C1=CCCC1	17	-2	2	1.0	i
36	O=C(NCCCn1cccn1)C1CCC(=O)N(Cc2cccc(C(F)(F)F)c2)C1 (stereo not drawn)	-3	-5	0	1.3	i
37	CCC(c1nnnn1Cc1ccc2c(c1)OCO2)N1CCN(c2ccc(F)cc2)CC1 (stereo not drawn)	10	-1	3	1.1	i
38	C=CCC[C@@H](Cc1ccc(F)cc1)C(=O)OC[C@@H](Cc1c[nH]c2ccccc12)NC(=O)[C@@H](CC=C)CC(=O)N(CCO)Cc1ccccc1	-36	1	-3	17	i
39	Cc1[nH]n(C(C)(C)C)c(=O)c1Sc1ccccc1	37	-4	-6	-0.6	i
40	O=S(=O)(O)c1ccc(SCc2ccccc2)nc1	17	-1	3	-1.3	i

nr	DNMT1 block	NadD block	Tb MetRS inh	SUMO1-SIM PPI	Scp-1 inhibitor
31	-1	8	-0.2	-1	-5
32	5	12	-0.6	2	.
33	-6	0	-0.2	4	-4
34	-29	33*	-0.1	5	8
35	0	-2	-0.4	2	-6
36	-1	2	-0.1	-3	-2
37	-2	-5	-0.7	-2	16
38	60*	-3	0.3	9	-17
39	-3	-3	0.3	0	-2
40	1	4	-0.2	1	-7

# Further results follow.
nr	SMILES	MLLE-PAM2 inh	CSN inh	STEP block	LMPTP inh	Rpn11 block
41	Cc1ccc(NC(=S)NCCO)c(C)c1	18	-4	0	-1.3	i
42	Cc1ccc(CNC(=O)c2ccc3c(c2)S(=O)(=O)c2ccccc2C3=O)o1	9	0	0	2.1	i
43	CCCCS(=O)(=O)N1C2=NC(C(=O)OC)=C(C(=O)OC)[C@@H]3N(C)c4ccc(OC)cc4[C@]23C[C@H]1C(=O)OC	0	-3	2	0.6	i
44	O=C(NNC(=O)c1ccccc1Br)c1ccccc1Cl	9	6	-1	-1.4	i
45	COCCNc1nc(N)c([N+](=O)[O-])c(Nc2ccc(F)cc2)n1	9	0	-1	-1.6	i
46	O=C(CNC(=O)c1ccncc1)N/N=C/c1cccc([N+](=O)[O-])c1	-7	2	1	-0.4	i
47	COc1ccc(NCC(=O)N/N=C/C=C\c2ccccc2)cc1	2	1	-2	-0.1	i
48	COc1cc(Cl)c(C)cc1NC(=O)CN1C(=O)C2CC=CCC2C1=O (stereo not drawn)	-2	-1	0	0.7	i

nr	DNMT1 block	NadD block	Tb MetRS inh	SUMO1-SIM PPI	Scp-1 inhibitor
41	3	4	-0.3	2	7
42	1	-6	0.0	-34	-3
43	0	4	-0.1	1	-6
44	-1	-2	-0.5	-1	-1
45	0	-7	-0.5	-12	-15
46	7	-3	-0.8	-23	2
47	-11	16	-1.4	-10	-9
48	-3	-2	-0.5	-4	5

# Rows were taken by chance. Share with any hit: about 3.6%.
